Screening data from PubChem BioAssay.
hIAP act – human IAP activators, primary screen, biochemical, luminescence, uHTS. Intestinal-type alkaline phosphatase (Homo sapiens), P09923. purified human IAP, CDP-Star luminescence, 30 min; stronger effect = higher value; 1 = vehicle-only enzyme, 0 = enzyme-free background. activation factor at 10 µM. 330,000 tested, 0.16% active. AID 2524, 2010;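 active means activation factor of the enzyme at least 2-fold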; further: the source names both 10 and 20 µM as test concentration; values of inactives mirror those of a sister screen read the other way
mIAP inh – inhibitors of mouse IAP, primary screen, biochemical, luminescence, uHTS. intestinal alkaline phosphatase [Mus musculus]. purified mouse IAP, CDP-Star luminescence, 30 min. inhibition, % at 10 µM. 330,000 tested, 0.2% active. AID 2806, 2010;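 active means inhibition of at least 40% at 10 µM in the primary screen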;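 further: plate controls were DMSO with enzyme for no effect and no enzyme wells for full effect; values of inactives mirror those of a sister screen read the other way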
hIAP block – human IAP inhibitors, primary screen, biochemical, luminescence, uHTS | Intestinal-type alkaline phosphatase (Homo sapiens), P09923 | purified IAP, CDP-Star luminescence, 30 min | inhibition, % at 10 µM | 330,000 tested, 0.12% active | AID 2544, 2010;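 active means inhibition reaching a set limit with compound at 10 µM in the primary screen, cut at about 35% in these data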;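 further: plate controls were DMSO wells with enzyme for no effect and no-enzyme buffer wells for full effect; values of inactives mirror those of a sister screen read the other way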
PfG6PD inh – PfG6PD enzyme inhibitors, primary screen, biochemical, fluorescence intensity, uHTS; glucose-6-phosphate dehydrogenase-6-phosphogluconolactonase (Plasmodium falciparum 3D7); PfGluPho enzyme, NADPH resazurin-diaphorase fluorescence; inhibition, % at 20 µM; 350,000 tested, 0.78% active; AID 504690, 2011;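 active means inhibition reaching at least a set limit at 20 µM in the primary screen, cut at about 59% in these data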;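 further: 0% = DMSO wells with substrate and 100% = DMSO wells lacking glucose-6-phosphate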
mIAP act – activators of mouse IAP, primary screen, biochemical, luminescence, uHTS | intestinal alkaline phosphatase [Mus musculus] | activation factor at 10 µM | muIAP, CDP-Star luminescence, 30 min; stronger effect = higher value; 1 = vehicle-only enzyme signal, 0 = enzyme-free wells | 330,000 tested, 0.24% active;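 active means activation factor of at least 2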; further: the source names both 10 and 20 µM as test concentration; values of inactives mirror those of a sister screen read the other way
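Assay system: mouse IAP enzyme; Reagent: CDP-Star chemiluminescent phosphatase substrate; Compound: DMSO-dissolved test compounds; Incubation: 30 min, room temperature; Technique: luminescence from enzymatic CDP-Star hydrolysis; Controls: DMSO-only wells and no-enzyme negative control.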
APOBEC3A inh – APOBEC3A ssDNA deaminase inhibitors, primary screen, selectivity assay for APOBEC3G inhibitor project, biochemical, FAM/TAMRA oligo cleavage fluorescence. DNA dC->dU-editing enzyme APOBEC-3A (Homo sapiens), P31941. 330,000 tested, 0.41% active. recombinant A3A, FAM/TAMRA ssDNA deamination fluorescence. inhibition, % at 20 µM;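 active means at least 40% inhibition at 20 µM here, with at most 30% in a related deaminase screen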;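 further: plate controls were A3A with DMSO for no effect and wells lacking A3A enzyme for full effect; some results filed as inactive read as strong as hits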
Target sequence (P31941 whole entry, looked up): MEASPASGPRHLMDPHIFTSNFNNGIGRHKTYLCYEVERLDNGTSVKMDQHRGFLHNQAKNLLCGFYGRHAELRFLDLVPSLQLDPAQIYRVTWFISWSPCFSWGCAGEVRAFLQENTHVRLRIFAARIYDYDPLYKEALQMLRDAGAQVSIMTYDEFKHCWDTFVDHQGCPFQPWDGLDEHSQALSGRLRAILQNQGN
HKDC1 inhibitor – HKDC1 hexokinase inhibitors, primary screen, biochemical, fluorescence, uHTS | recombinant HKDC1, G6PDH/diaphorase resazurin coupled fluorescence | inhibition, % at 20 µM | 340,000 tested, 0.16% active;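 active means inhibition above about 35% when tested at 20 µM, limit read from the data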;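 further: plate controls were DMSO wells with enzyme for no effect and DMSO wells lacking enzyme for full effect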
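Material: recombinant HKDC1 hexokinase; Amount: HKDC1 at 5 µg/mL; Medium: Tris pH 8.0 buffer with MgCl2, Tween-20, BSA, BME; Schedule: 90 min reaction incubation at room temperature, dark; Technique: coupled resazurin fluorescence, excitation 525 nm, emission 613 nm.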
ATG4B inhibitor – ATG4B protease inhibitors, primary screen, biochemical, fluorescence, uHTS | ATG4B cleavage of LC3-PLA2, NBD-HPC fluorescence, 1 h | inhibition, % at 8.33 µM | 340,000 tested, 0.51% active | AID 504462, 2011; in the data active means inhibition above about 40%
Target sequence (Q9Y4P1 whole entry, looked up): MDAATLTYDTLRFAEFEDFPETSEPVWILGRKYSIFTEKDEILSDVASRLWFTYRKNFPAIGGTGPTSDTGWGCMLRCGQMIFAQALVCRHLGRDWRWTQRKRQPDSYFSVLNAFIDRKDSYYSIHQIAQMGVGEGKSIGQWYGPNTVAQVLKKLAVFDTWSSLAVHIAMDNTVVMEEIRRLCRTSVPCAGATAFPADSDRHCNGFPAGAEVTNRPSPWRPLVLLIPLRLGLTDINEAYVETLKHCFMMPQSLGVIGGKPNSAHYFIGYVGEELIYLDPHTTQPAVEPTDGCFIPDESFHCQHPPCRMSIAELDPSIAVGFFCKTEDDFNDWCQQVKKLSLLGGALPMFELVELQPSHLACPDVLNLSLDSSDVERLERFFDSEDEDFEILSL
Numbers without * were called inactive; · = not tested or not shown.

SMILES	hIAP act	mIAP inh	hIAP block	PfG6PD inh	mIAP act	APOBEC3A inh	HKDC1 inhibitor	ATG4B inhibitor
Cn1cccc1CC(=O)N/N=C\c1cccs1	0.84	-10	16	-6	1.1	-1	-1	2
COC(=O)[C@]1(C)N[C@H](CN(C)S(=O)(=O)c2ccc(C)cc2)[C@@H]2C(=O)N(C)C(=O)[C@@H]21	1.1	14	-13	-2	0.86	-3	4	·
C=CCNC(=O)c1onc(CSc2ccccc2F)c1C(=O)O	1	-1	-1	-6	1	-3	-2	6
Cc1ccccc1NC(=O)CCN1CCN(CCO)CC1	1.1	-2	-14	-1	1	-7	-6	-8
COc1ccc(N(C)S(=O)(=O)c2cccc(C(=O)Nc3nc4ccccc4[nH]3)c2)cc1	1.2	3	-16	-9	0.97	0	0	-5
CCc1nnc(NC(=O)CSc2nccn2-c2ccccc2)s1	0.98	1	2	-12	0.99	-5	-10	2
Cc1ccc(NC(=O)COC(=O)c2cccnc2Cl)cc1S(=O)(=O)N1CCCCC1	1.1	0	-10	-11	1	1	-1	-1
Cc1ccccc1C(=O)NC(=S)Nc1sc2c(c1C#N)CCCC2	1	20	-2	15	0.8	2	1	11
CCN(CC(=O)Nc1ccc(OC)cc1)C(=O)c1ccc2c(c1)NC(=O)C(C)S2 (configuration not stated)	1	3	0	1	0.97	0	1	6
CCOC(=O)C1CCN(Cc2nc(-c3ccc(OC)c(OC)c3)no2)CC1	1.1	9	-7	-1	0.91	2	5	-6
O=C(CNS(=O)(=O)c1c(Cl)cccc1Cl)OCC(=O)N1CCN(c2ccccc2)CC1	0.95	0	5	-2	0.99	3	-11	-13
Cc1ccc2[nH]c3c(=O)n(CC(=O)NCCc4ccc(Cl)cc4)ncc3c2c1	1	2	-2	-13	0.98	-2	-1	-7
CCC(=O)Oc1ccc2c(C)c(Cl)c(=O)oc2c1	0.91	-2	9	-12	1	-1	6	3
Cc1nc(SCC(=O)NC2CCCC2)[nH]c(=O)c1Cc1ccccc1	1.2	-3	-22	-15	1	-1	8	-5
COc1ccc(CC2(CO)CCN(S(=O)(=O)c3cccc4cccnc34)CC2)cc1	1	4	0	10	0.95	0	-5	-10
CN(NC(=O)c1ccccc1F)c1ncccc1[N+](=O)[O-]	1.3	2	-29	5	0.98	-5	-8	-7
Cc1ccc2c(c1)c1c(n2CC(O)Cn2ccnc2C)C(=O)CCC1 (configuration not stated)	1.1	-6	-8	7	1.1	2	-2	-22
COc1ccc(C(C2C(=O)CC(C)(C)CC2=O)C2C(=O)CC(C)(C)CC2=O)cc1CO	1.1	8	-9	-3	0.93	-2	-2	2
Cc1nc(Cl)c(C(=O)NCCc2ccccc2)c(C)c1[N+](=O)[O-]	1.1	-11	-7	-8	1.1	-1	3	-7
CC1C/C(=N\NC(N)=S)c2cc(Cl)ccc2S1 (configuration not stated)	0.99	10	1	13	0.9	2	-1	-6

Single values from above:
COc1ccc(C(C2C(=O)CC(C)(C)CC2=O)C2C(=O)CC(C)(C)CC2=O)cc1CO – PfG6PD inh = -3
CCN(CC(=O)Nc1ccc(OC)cc1)C(=O)c1ccc2c(c1)NC(=O)C(C)S2 (configuration not stated) – hIAP act = 1

More structures.
SMILES	hIAP act	mIAP inh	hIAP block	PfG6PD inh	mIAP act	APOBEC3A inh	HKDC1 inhibitor	ATG4B inhibitor
CCOc1ccc(NC(=S)NCCCc2ccccc2)cc1	1.2	-44	-19	-2	1.4	0	5	-4
COc1cccc(CNS(=O)(=O)c2c(C)nc3scc(C)n3c2=O)c1	1.3	-6	-28	5	1.1	4	-4	1
Cc1cc(C)n2nc(SCC(=O)N/N=C/c3ccccc3F)nc2n1	0.87	-6	13	9	1.1	1	14	-4
O=C(NN1CC(C(=O)OCc2ccccc2F)CC1=O)c1ccccc1 (configuration not stated)	1.1	8	-8	-9	0.92	-4	-3	4
CCCCN(C(=O)c1ccc(COc2ccccc2)o1)c1c(N)n(CC(C)C)c(=O)[nH]c1=O	1.2	-2	-19	-11	1	3	1	-12
Clc1ccc2c(c1)C1=C(C(c3ccncc3)O2)C(c2ccc(Br)cc2)n2ncnc2N1 (configuration not stated)	0.8	8	20	79*	0.92	-2	11	-6
CC(Nc1c[nH]c(=O)[nH]c1=O)c1ccccc1 (configuration not stated)	1.2	-5	-21	-4	1	-7	5	7
CCC(C)(C)NC(=O)CCCSc1nc2ccccc2s1	0.9	-3	10	6	1	3	4	-8
O=C(O)c1cc2ccc3ccccc3c2oc1=O	1.1	11	-11	-9	0.89	-2	2	4
CCN(CC)S(=O)(=O)c1cc(C(=O)Nc2cc(S(=O)(=O)N3CCOCC3)ccc2N2CCCC2)ccc1F	0.85	-1	15	16	1	-1	-3	-7
CCCn1nnc(NC(=O)/C=C/c2ccccc2)n1	0.84	-3	16	-4	1	0	-4	-5
Cc1ccc(CO/N=C/c2c(O)cc(C)oc2=O)cc1	1	0	-5	-23	1	2	-7	6
COc1ccc(NC(=O)Cn2c(-c3ccccc3)cc(C(C)=O)c2C)c(OC)c1	0.95	2	4	-1	0.98	1	-4	-12
CCN(CC)S(=O)(=O)c1ccc2c(c1)c(=O)c(C(=O)N1CCOCC1)cn2C	0.95	0	5	-1	1	1	-16	-9
COc1ccc(CNC(=O)CCNS(=O)(=O)c2ccc(C)cc2)cc1	1	2	-2	2	0.97	1	-4	-3
O=C(CNC(=O)c1ccc2c(c1)OCCO2)N/N=C/c1ccc(Cl)cc1	0.99	6	1	4	0.94	-2	-14	-16
Cc1ccc(C(=O)N(NC2=NS(=O)(=O)c3ccccc32)S(=O)(=O)c2ccc(C)cc2)cc1	2.4*	-2	-137	3	1	-2	-4	-3
CCOc1ccc(NC(=O)C2Cc3ccccc3CN2S(=O)(=O)CC)cc1 (configuration not stated)	1.3	-7	-27	3	1.1	6	-7	-11
COc1ccccc1CN1[C@@H](CC(=O)O)c2ccccc2S1(=O)=O	0.95	-2	5	-22	1	-5	-4	3
O=C(CC12CCC(CC1)C2)NCc1ccc2c(c1)OCO2	1.2	-8	-16	-2	1.1	44*	1	-2
CCC(C(=O)c1ccccc1)P(=O)(NN)c1ccccc1 (configuration not stated)	0.95	-17	5	-6	1.2	8	-4	7
CC1CCCN(C(=O)CNS(=O)(=O)c2cccs2)C1 (configuration not stated)	0.95	5	5	-8	0.95	-3	-2	-9
Cc1ccc(C)c(N2CCN(C(=O)c3ccc(CSc4nc5ccncc5[nH]4)cc3)CC2)c1	1	14	0	12	0.86	-1	2	-11
O=C(c1ccccc1)c1ccc2nc(N3CCN(C(=O)c4ccco4)CC3)c3nncn3c2c1	0.94	14	6	50	0.86	-3	6	-15
COc1ccc(-c2ccoc2)cc1[C@H]1[C@H]2C=CC[C@@H](C)[C@@H]2C(=O)N1Cc1ccccc1	0.99	-5	0	9	1.1	2	7	0
CCCC1CCC(c2ccc(OCC)cc2)=CC1=O (configuration not stated)	0.85	3	14	14	0.97	-6	0	-2
O=C(Nc1ccc(-c2csc(Nc3ccc(Cl)cc3)n2)cc1)c1ccccc1	0.98	15	2	18	0.85	-5	-3	15
CCN1C(=O)[C@H]2[C@@H](c3ccc(-c4cccc(Cl)c4)cc3)N[C@@](C)(C(=O)OC)[C@H]2C1=O	1	11	-2	13	0.89	-5	3	-10
O=C(c1ccco1)N1CCN(C(=S)NC2CC3CCC2C3)CC1 (configuration not stated)	1	-16	0	10	1.2	-7	-7	-26
COc1ccccc1NC(=O)C1CCCN1C(=O)Nc1ccc(F)cc1 (configuration not stated)	1	-1	0	-12	1	-2	-4	2
O=C(OCC(=O)N1CCCC1)c1ccc(O)cc1	0.93	0	7	-4	1	-5	1	5
Cc1ccc(C(=O)Nc2ccc(S(=O)(=O)NC3=NCCCCC3)cc2)c(C)c1	0.96	-2	4	18	1	-1	-6	-4
Cc1ccc(-n2c(=O)c3cc4c(=O)n(-c5ccc(C)c(C)c5)c(=O)c4c(C(=O)c4ccc(C(=O)O)cc4)c3c2=O)cc1C	0.98	0	2	-28	1	-4	12	-11
Cc1cc(C)nc(SCc2nc(N)nc(-c3ccccc3O)n2)n1	0.9	8	10	5	0.92	8	1	-19
CC1(c2cccc(Br)c2)NC(=O)N(CC(=O)NC2CCCCC2)C1=O (configuration not stated)	1.1	-4	-6	-7	1	-2	1	1
COC(=O)/C(=C/c1ccco1)NC(=O)c1ccco1	1	1	-2	22	0.99	1	-9	-5
Cc1ccc(S(=O)(=O)NCC(=O)N/N=C/c2ccccc2O)cc1	2.2*	29	-118	-13	0.71	-5	-19	1
O=C(Nc1cccc([N+](=O)[O-])c1)Nn1cnnc1	0.81	4	19	2	0.96	1	0	1
COc1ccccc1NC(=O)c1cc2c(CO)cnc(C)c2oc1=Nc1ccccc1	0.92	3	8	-7	0.97	-7	-3	6
Cc1ccc(S(=O)(=O)N(CCC(=O)Nc2ccc(OC(F)(F)F)cc2)c2ccccc2)cc1	1.1	-50	-6	3	1.5	4	2	1
CCCn1c(SCC(=O)NCc2ccc(F)cc2)n[nH]c1=O	0.99	8	1	-4	0.93	-4	-8	-2
COc1cc2[nH]c(=S)n(CCN3CCOCC3)c(=O)c2cc1OC	0.99	0	1	12	1	0	-9	-5
COc1ccc(NC(=O)N2CCCC2C(=O)Nc2ccccc2)cc1 (configuration not stated)	1	0	-2	0	1	4	-2	-1
CCOC(=O)C1(CCCc2ccccc2)CCN(Cc2ccn[nH]2)CC1	0.98	3	2	3	0.97	0	1	-11
CCc1nnc(NC(=O)c2ccc(S(=O)(=O)N(C)c3ccccc3)cc2)o1	0.99	11	1	-9	0.89	-4	-10	10
Cc1ccc(-n2c([S-])c(C(=O)Nc3ccc(OC(F)F)cc3)[n+]3ccc(C(=O)NCCO)cc23)cc1C	0.93	14	7	6	0.85	0	-1	4
CCOc1ccccc1C1CC(=O)Nc2cc3c(cc21)OCCO3 (configuration not stated)	1	-12	-2	15	1.1	-3	-4	-4
CC(=O)Nc1ccc(CN2CCC(CO)(CCOc3ccccc3)CC2)cc1	1.1	4	-6	-19	0.96	2	-1	-1
CCCCc1nc2ccc(S(=O)(=O)O)cc2[nH]1	0.89	-7	11	-18	1.1	3	-2	-3
O=C(Nc1sc2c(c1C(=O)NCCO)CCCC2)c1ccco1	1.2	2	-15	19	0.98	-4	3	-11
O=C(OCc1cncs1)c1ccccc1	0.96	2	4	-4	0.98	4	-13	3
Clc1ccc(-c2noc(CN(Cc3ccccn3)CC3CCCO3)n2)cc1 (configuration not stated)	1.1	0	-8	-15	1	2	-2	5
Cc1cccc(NC(=O)c2ccc3c(c2)C(=O)N(Cc2cccnc2)C3=O)c1C	1.1	-1	-10	4	1	2	-4	4
